High-throughput results as filed in PubChem.
TWEAK Fn14 block – blocks TWEAK-Fn14 interaction in a reporter cell assay | TWEAK-stimulated Fn14 reporter cells, luciferase luminescence, 8 h | inhibition, % at 10 µM | 2% of 360,000 active; in the data active means inhibition above about 50%
C8 TRAIL sens – sensitizes caspase-8 expressing cells to TRAIL. NB7+C8 cells + TRAIL, ATPlite viability luminescence. inhibition (viability loss, TRAIL sensitization), % at 10 µM. 1% of 360,000 active. AID 624354;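 active means compounds causing at least 50% loss of cell viability in the single-dose screen, relative to plate controls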
KKLEB tox – reduces viability of KKLEB cystic fibrosis airway cells | 0.36% of 360,000 active | KKLEB CF airway cells viability, ATPlite luminescence, overnight; hits give low values; cells stimulated with P. aeruginosa culture filtrate | activity change (cytotoxicity), % at 5 µM;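 active means corrected activity change at or below -50% at 5 µM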
SRC3 inh – human NCOA3 inhibition; Q9Y6Q9; 0.17% of 360,000 active; HEK293 GAL4-SRC3 luciferase reporter, luminescence; inhibition, % at 3.6 µM;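 active means inhibition above a per-campaign cutoff, the mean of all compounds plus 3 SD, cut at about 60% in these data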;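 further: 0% = DMSO-treated cells and 100% = gossypol-treated cells at 36 µM; higher means less SRC3-driven luciferase light from the GAL4 reporter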
COUP-TFII inh – NR2F2 (human) inhibition, primary screen; P24468; HEK293T NGFI-A luciferase reporter, luminescence; inhibition, % at 8.6 µM; 0.7% of 370,000 active; AID 686940;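 active means inhibition above a per-plate cutoff, mean inhibition of test wells between control levels plus 3 SD, cut at about 38% in these data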;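 further: cells cotransfected with COUP-TFII expression vector driving the NGFI-A reporter; 0% = median of COUP-TF2 test wells and 100% = reporter-only cells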
Target sequence (P24468 whole entry, looked up): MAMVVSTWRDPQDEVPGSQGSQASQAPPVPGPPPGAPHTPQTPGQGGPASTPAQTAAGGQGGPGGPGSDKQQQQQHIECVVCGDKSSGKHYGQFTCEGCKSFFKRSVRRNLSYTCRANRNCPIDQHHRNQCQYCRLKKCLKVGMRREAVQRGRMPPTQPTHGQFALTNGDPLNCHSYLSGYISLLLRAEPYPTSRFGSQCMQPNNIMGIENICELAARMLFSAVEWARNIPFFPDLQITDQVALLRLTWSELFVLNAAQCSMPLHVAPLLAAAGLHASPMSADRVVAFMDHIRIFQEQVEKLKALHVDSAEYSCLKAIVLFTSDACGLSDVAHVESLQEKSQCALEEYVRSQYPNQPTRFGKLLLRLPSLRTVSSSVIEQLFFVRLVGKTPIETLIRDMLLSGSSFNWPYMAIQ
Shn3 3UTR inh – Schnurri-3 reporter inhibition in Clone20 osteoblasts. Clone20 osteoblast Shn3 3'UTR firefly luciferase, 24 h. inhibition, % at 12.5 µM. 0.52% of 360,000 active;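 active means mean inhibition of at least 75% with every replicate also reaching 75%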;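 further: 0% = median of neutral control wells and 100% = pilot-screen positive control compound; some compounds past the cut are filed as inactive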
LRH-1 inv ag – inverse agonists of human LRH-1 (NR5A2). O00482. HEK293T StAR-luciferase reporter, LRH-1 transfected, 24 h. inhibition, % at 3.6 µM. 0.13% of 360,000 active;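 active means inhibition above the mean inhibition of all tested compounds plus 3 SD, cut at about 73% in these data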;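 further: 0% = DMSO wells and 100% = reporter-only cells lacking LRH-1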
Target sequence (O00482 whole entry, looked up): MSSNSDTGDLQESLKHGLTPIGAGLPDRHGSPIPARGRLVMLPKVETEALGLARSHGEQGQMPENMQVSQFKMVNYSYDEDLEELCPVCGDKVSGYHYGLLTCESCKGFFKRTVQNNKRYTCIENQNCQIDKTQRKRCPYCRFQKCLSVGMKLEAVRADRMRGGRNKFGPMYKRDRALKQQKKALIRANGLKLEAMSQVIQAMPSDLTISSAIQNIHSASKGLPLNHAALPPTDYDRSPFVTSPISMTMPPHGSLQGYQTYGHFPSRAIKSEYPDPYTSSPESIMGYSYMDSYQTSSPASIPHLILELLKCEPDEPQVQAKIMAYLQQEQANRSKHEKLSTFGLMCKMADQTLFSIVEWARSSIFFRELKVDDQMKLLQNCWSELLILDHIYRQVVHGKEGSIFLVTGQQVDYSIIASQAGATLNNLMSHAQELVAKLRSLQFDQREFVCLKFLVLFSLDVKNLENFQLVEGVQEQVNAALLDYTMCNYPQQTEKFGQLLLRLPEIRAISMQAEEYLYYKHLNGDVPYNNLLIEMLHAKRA
LMP1 NFkB inh – reduces LMP1-driven NF-kappaB luciferase signal. inhibition, % at 12.5 µM. AID 504558. 0.69% of 350,000 active. LMP1-induced NF-kappaB luciferase reporter cells, luminescence; in the data active means inhibition above about 41%;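 further: 0% = neutral control wells and 100% = reference inhibitor control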
TROY signal inh – TROY signaling inhibition; AID 1347056; inhibition, % at 10 µM; 0.98% of 360,000 active; Q293 LMP1-TROYcd NF-kB luciferase reporter, 4 h;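 active means compounds whose plate-normalised and pattern-corrected inhibition of the luciferase reporter signal at the single screening dose is 50% or more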
NCOA1 inh – human NCOA1 inhibition. Q15788. HEK293 GAL4-SRC1 luciferase reporter, luminescence. inhibition, % at 3.6 µM. 0.12% of 360,000 active;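 active means inhibition above the campaign mean plus 3 SD, with each screening campaign given its own cutoff, cut at about 60% in these data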;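 further: 0% = DMSO treated cells and 100% = gossypol at 36 µM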
CF NFkB inh – blocks PAF-induced NF-kB reporter in cystic fibrosis cells; KKLEB NF-kB-GFP reporter, GFP fluorescence overnight; inhibition, % at 5 µM; 0.86% of 360,000 active; AID 588850;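 active means at least 50% inhibition at 5 µM, scaled per plate between neutral and stimulator controls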;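 further: PAF is a Pseudomonas aeruginosa culture filtrate used as stimulus; plate controls were PAF-stimulated DMSO wells for no effect and unstimulated DMSO wells for full effect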
An asterisk follows results filed as active; · = not tested or not shown. Some of the compounds tested. The share of hits here may be higher or lower than overall.

Order of results: TWEAK Fn14 block, C8 TRAIL sens, KKLEB tox, SRC3 inh, COUP-TFII inh, Shn3 3UTR inh, LRH-1 inv ag, LMP1 NFkB inh, TROY signal inh, NCOA1 inh, CF NFkB inh
Cc1ccccc1C(=O)N1CCc2ccccc2C1
→ -3, 5, -6, 9, -10, -1, 22, -21, -34, 11, 11
Cn1c(N)c(C(=O)CSc2nn(-c3ccc(F)cc3)c(=S)s2)c(=O)n(C)c1=O
→ 60*, -3, 6, 10, -1, 24, -14, 11, 47, 14, 10
Cc1c(/C=N\NC(=O)c2c[nH]c3ccccc23)cnn1C
→ 10, 6, 17, -15, -35, -35, -38, -4, -21, -27, -5
Cc1c(C(=O)c2ccc(Cl)cc2[N+](=O)[O-])c2ccccn2c1CCC#N
→ 27, 8, 0, 31, -4, 10, -1, -7, -30, -9, 5
CCc1c(O)nc2ccccn2c1=O
→ -14, 13, 5, 8, 4, -18, 6, -4, -10, -1, 11
C[C@@H]1CNC(=O)c2c(C(=O)N[C@H](C)c3ccccc3)ncn21
→ -32, 7, -4, 15, 4, -8, 8, 0, 0, 13, 10
CCOC(=O)c1cccc(NC(=O)CSc2nncn2-c2ccccn2)c1
→ -14, -5, 9, -18, 5, -5, 10, -3, -6, -18, -14
CCCc1nc2c(=O)[nH]c3ccccc3c2o1
→ -22, 0, -4, 2, 13, -5, 10, 5, -7, -3, 11
COc1cc(NC(=O)c2cc(S(=O)(=O)N3CCCCC3)c[nH]2)cc(OC)c1
→ 7, 19, -7, -2, 7, 14, 10, 1, -22, 4, 16
CC1(c2ccccc2Br)NC(=O)N(CC(=O)NC2CCCCC2)C1=O (stereo unspecified)
→ -6, -21, 5, 8, 0, -3, -3, -4, -7, -8, 2
CCn1c(=O)c([N+](=O)[O-])c(NCCc2ccccc2)c2ccccc21
→ 26, 4, -12, 9, ·, 0, -6, 12, 28, 8, 28
CC(C)/C=N/Nc1nc(-c2ccc(Br)cc2)cs1
→ -16, 23, 14, -30, -11, -71, -23, -23, -32, -17, -54
CCOc1ccc(/C=N/N(C)c2ccccc2)cc1OC
→ -36, 8, 0, -73, -17, -111, -157, -49, -71, -81, 3
COC(=O)c1sccc1N(C)S(C)(=O)=O
→ 15, -6, -8, 10, 2, -24, 3, -6, -1, -2, 11
O=C(COC(=O)C1COc2ccccc2O1)c1ccc(F)cc1 (stereo unspecified)
→ 0, -8, 4, 10, 2, 0, 7, 1, 0, 7, 6
COC(=O)Cn1c(-c2ccc(OC)cc2)c(-c2ccc(OC)cc2)nnc1=O
→ -23, 5, -10, 4, 9, -14, 15, 3, -6, -7, 6
CCN(CCCNC(=O)CCCCn1c(=O)[nH]c2ccccc2c1=O)c1ccccc1
→ 9, -12, -1, -17, 0, 12, 0, 11, 9, -25, 8
COc1ccccc1-c1cn[nH]c1-c1ccc(O)cc1O
→ -21, 0, 6, -19, 13, 9, -11, -1, 11, 1, 6
COc1ccccc1NC(=O)C(C)OC(=O)CC1CCCCC1 (stereo unspecified)
→ 7, 5, 4, 13, -5, -13, -9, -1, 1, -23, 12
O=C1N(c2ccccc2)C2CS(=O)(=O)CC2N1c1ccc(Cl)c(Cl)c1 (stereo unspecified)
→ -9, -24, 13, 4, 15, -6, -11, -9, -16, 1, 3
O=C1ON=C(c2ccccc2)/C1=C/c1ccc(O)c(O)c1
→ 2, 23, 5, -18, 6, -15, 6, 5, -44, -18, -17
NC(N)=NC(=S)Nc1ccc(Cl)cc1
→ 6, 9, -4, -50, -23, -18, -42, -4, -54, -56, 13
CCOC(=O)N1CCC(NC(=O)C(CC(C)C)NC(=O)C2CCCCC2)CC1 (stereo unspecified)
→ 0, -14, 3, 13, 6, 4, -5, -1, 12, -2, -16
Cc1noc(C)c1COc1cccc(C(=O)OCCOc2ccc(F)cc2)c1
→ -30, -5, -15, 3, 6, 13, 19, 3, ·, 13, -1
CCCCCCCC(=O)NNC(=O)Cc1ccccc1
→ -4, -5, 8, 18, ·, 2, -3, 9, -11, -5, -19
CC1(C(=O)O)CCC(C(=O)Nc2ccc3ccccc3c2)C1(C)C (stereo unspecified)
→ 10, -18, 2, -2, 5, -14, -9, 1, -25, 1, -1
COc1cccc(C(=O)N2CCN(C3CCC(c4ccccc4)CC3)CC2)c1OC (stereo unspecified)
→ 8, 10, -7, 20, 5, -2, 4, -6, -2, 11, 16
O=C(Nc1ccc(C(=O)NC2CCCCC2)cc1)c1cncc(Br)c1
→ -2, -9, -7, 0, -2, -1, 14, 6, 4, 6, 13
O=c1c2c3c(sc2nc2n1CCCS2)CCCC3
→ -15, 10, -8, -30, -16, -12, -61, -22, -36, -41, 7
Cc1c(C(=O)NCc2cccs2)sc(=O)n1Cc1ccc(S(=O)(=O)N(C)C)cc1
→ 6, 2, -19, 19, 25, 18, 15, ·, 11, -2, 8

Reprinted from the part before: 7 entries; new compounds follow.
Order of results: TWEAK Fn14 block, C8 TRAIL sens, KKLEB tox, SRC3 inh, COUP-TFII inh, Shn3 3UTR inh, LRH-1 inv ag, LMP1 NFkB inh, TROY signal inh, NCOA1 inh, CF NFkB inh
Cc1noc(C)c1COc1cccc(C(=O)OCCOc2ccc(F)cc2)c1
→ -30, -5, -15, 3, 6, 13, 19, 3, ·, 13, -1
CCCCCCCC(=O)NNC(=O)Cc1ccccc1
→ -4, -5, 8, 18, ·, 2, -3, 9, -11, -5, -19
CC1(C(=O)O)CCC(C(=O)Nc2ccc3ccccc3c2)C1(C)C (stereo unspecified)
→ 10, -18, 2, -2, 5, -14, -9, 1, -25, 1, -1
COc1cccc(C(=O)N2CCN(C3CCC(c4ccccc4)CC3)CC2)c1OC (stereo unspecified)
→ 8, 10, -7, 20, 5, -2, 4, -6, -2, 11, 16
O=C(Nc1ccc(C(=O)NC2CCCCC2)cc1)c1cncc(Br)c1
→ -2, -9, -7, 0, -2, -1, 14, 6, 4, 6, 13
O=c1c2c3c(sc2nc2n1CCCS2)CCCC3
→ -15, 10, -8, -30, -16, -12, -61, -22, -36, -41, 7
Cc1c(C(=O)NCc2cccs2)sc(=O)n1Cc1ccc(S(=O)(=O)N(C)C)cc1
→ 6, 2, -19, 19, 25, 18, 15, ·, 11, -2, 8
O=C(Nc1cccc(F)c1)NC1(C(=O)N2CCC(O)CC2)CCCCC1
→ -6, 4, -8, 9, -6, -16, -2, -3, 14, 8, 7
O/N=C1/CCSc2ccccc21
→ 12, -1, -2, 11, 2, -6, -3, 4, -14, -19, 12
CN(Cc1nc2ccccc2n1C)S(=O)(=O)c1ccc(Cl)cc1
→ -19, -14, 4, -3, 7, 4, 3, 0, 4, -19, 8
COc1cc(C(=O)N[C@H](C(=O)Nc2nnc(C3CC3)s2)C(C)C)cc(OC)c1OC
→ 4, -10, 12, 8, -12, 3, 2, 4, -10, 0, -9
Cc1cc2oc(=O)cc(-c3ccccc3)c2c(C)c1-c1ccc(OC(F)(F)F)cc1
→ 6, 0, -11, -16, -7, -1, 1, 4, -5, -7, 38
COc1ccc(CNC(=O)C2(C)Cc3c(-c4ccccc4)ccnc3O2)cc1OC (stereo unspecified)
→ -14, -7, 7, -7, 5, 35, -2, ·, -7, 6, -7
CCc1cccc(CC)c1NC(=O)c1ccccc1
→ 0, -1, -10, 4, 2, 3, 8, -12, -14, 12, -11
O=C(NC1CCCCCCC1)C1c2ccccc2C(=O)N1Cc1ccco1 (stereo unspecified)
→ -20, -28, 5, 1, -9, 20, 4, -9, -3, 0, 12
O=S(=O)(c1cccs1)N1CCN(CCOc2ccccc2)CC1
→ 10, -2, 4, -20, 17, 0, 0, 5, -1, 6, 7
Cc1ccc(NC(=O)c2ccc(S(=O)(=O)N(C)c3ccccc3)cc2)cc1S(=O)(=O)N1CCOCC1
→ 59*, 31, 0, 0, 3, 64, 5, 10, 39, 0, 6
CCN(Cc1ccccc1)C(=O)COC(=O)c1cc(S(=O)(=O)Nc2ccccc2OC)ccc1O
→ 6, 4, 9, 7, -17, 3, -4, 6, 21, -10, -21
O=C(CSc1nnc(C2CCCCC2)o1)N1CCCCC1
→ -7, 0, 1, -31, -19, -14, -44, -1, -46, -41, -9
COc1ccc(N=C2SC(C(=O)N3CCN(c4ccc([N+](=O)[O-])cc4)CC3)CC(=O)N2C)cc1 (stereo unspecified)
→ 14, 1, 8, 7, 4, 19, 3, 6, 24, 3, -1
CCOc1ccc(S(=O)(=O)Nc2cccc(C(=O)N3CCN(C(C)=O)CC3)c2)cc1
→ -10, -2, 10, 20, 6, 5, 15, -15, -12, 0, -14
CC1=NN(C(=O)c2ccco2)C(O)(c2ccccc2)C1 (stereo unspecified)
→ 17, -18, 3, -63, -44, ·, -97, -9, -28, -67, -6
COCCCNC(=O)CCS(=O)(=O)Cc1ccc(C)cc1
→ 1, -19, 4, 1, -22, -8, -3, -2, -23, -6, 11
CCn1cc(C(=O)NCCCN2CC(C)CC(C)C2)c(=O)c2cc(S(=O)(=O)N(C)C)ccc21 (stereo unspecified)
→ -3, 3, 6, 11, 22, 10, 7, -1, -24, -18, -8
CC(C)Nc1nnc(SCC(=O)N2CCN(C(=O)c3ccco3)CC2)s1
→ -14, 6, -5, 9, -18, -4, -4, -15, -5, -5, 12
Cn1c(=O)c2c(ncn2CCOc2ccc(F)cc2)n(C)c1=O
→ 11, 16, 0, 14, 7, 23, 13, 3, -2, -1, -5

Whole records, looked up by structure:
`COc1cccc(C(=O)N2CCN(C3CCC(c4ccccc4)CC3)CC2)c1OC` (stereo unspecified) as listed: TWEAK Fn14 block = 8; C8 TRAIL sens = 10; KKLEB tox = -7; SRC3 inh = 20; COUP-TFII inh = 5; Shn3 3UTR inh = -2; LRH-1 inv ag = 4; LMP1 NFkB inh = -6; TROY signal inh = -2; NCOA1 inh = 11; CF NFkB inh = 16
`CCN(CCCNC(=O)CCCCn1c(=O)[nH]c2ccccc2c1=O)c1ccccc1` as listed: TWEAK Fn14 block = 9; C8 TRAIL sens = -12; KKLEB tox = -1; SRC3 inh = -17; COUP-TFII inh = 0; Shn3 3UTR inh = 12; LRH-1 inv ag = 0; LMP1 NFkB inh = 11; TROY signal inh = 9; NCOA1 inh = -25; CF NFkB inh = 8
